HTR5A inv ag: inverse agonist of human HTR5A in OPRM1-OPRD1 counter-screen. HTR5A cell line, luminescence, inverse agonism. 340,000 tested, 0.083% active. AID 504634. inhibition, % at 9.3 µM. P47898; in the data active = inhibition mostly above about 23%, no sharp cut-off; inactive = mostly below about 18%;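 note: 0% = cells with DMSO and 100% = no-cell wells with DMSO; some compounds called inactive have numbers as strong as hits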
Target sequence (P47898 whole entry, looked up): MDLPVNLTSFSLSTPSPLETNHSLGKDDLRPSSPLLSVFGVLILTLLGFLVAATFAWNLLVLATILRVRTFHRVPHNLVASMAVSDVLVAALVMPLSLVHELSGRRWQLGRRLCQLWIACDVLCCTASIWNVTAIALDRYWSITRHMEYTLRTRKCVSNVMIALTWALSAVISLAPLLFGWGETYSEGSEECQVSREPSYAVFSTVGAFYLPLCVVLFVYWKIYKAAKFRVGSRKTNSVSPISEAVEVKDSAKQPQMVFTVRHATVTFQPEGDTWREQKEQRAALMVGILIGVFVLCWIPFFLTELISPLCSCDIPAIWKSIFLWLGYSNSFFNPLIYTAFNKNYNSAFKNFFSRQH
OPRM1-OPRD1 inv: inverse agonists of human mu-delta opioid receptor heterodimerization; P35372+P41143; 340,000 tested, 0.21% active; inhibition, % at 9.3 µM; cell-based MOR-DOR heterodimer luminescence, inverse agonism; in the data active = inhibition above about 22%, passing the limit was not always enough;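 note: 0% = cells with DMSO and 100% = wells without cells with DMSO; values of inactives mirror those of a sister screen read the other way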
RTF Ca sens act: cardiac RTF calcium sensitization; activation, % at 7.2 µM; IANBD-labeled TnC RTF fluorescence at EC20 calcium; 0% EC20 calcium, 100% full calcium; AID 493008; P19429+P45379; 340,000 tested, 0.24% active;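 active = activation above the mean over all tested compounds plus 3 SD, cut at about 30% in these data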;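 note: rise in fluorescence read as greater calcium sensitivity of cardiac thin filaments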
RTF Ca sens inh: cardiac RTF calcium desensitization; P19429+P45379; AID 493244; 340,000 tested, 0.12% active; inhibition, % at 7.15 µM; IANBD-labeled cardiac RTF, Ca2+ fluorescence;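 active = inhibition above the mean inhibition of all tested compounds plus 3 SD, cut at about 17% in these data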;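 note: assay run at fixed EC70 calcium of 1.6 mM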
HTR5A ag: counter-screen for OPRM1-OPRD1 agonists: human HTR5A agonism. HTR5A agonist assay, luminescence, cell-based. activation, % at 9.3 µM. 340,000 tested, 0.61% active; in the data active = activation mostly above about 9.5%, no sharp cut-off; inactive = mostly below about 7.6%;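 note: 0% = cells with vehicle only and 100% = reference agonist; strong numbers were not always called active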
OPRM1-OPRD1 ag: agonists of human mu-delta opioid receptor heterodimerization. P35372+P41143. 340,000 tested, 0.3% active. cells, OPRM1-OPRD1 heterodimerization, luminescence. activation, % at 9.3 µM; in the data active = activation above about 18%;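 note: 0% = vehicle-treated cells and 100% = reference agonist; values of inactives mirror those of a sister screen read the other way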
V-ATPase pHluor: yeast V-ATPase proton transport regulation by pHLuorin; response, % at 10 µM; S. cerevisiae, pHLuorin cytosolic pH fluorescence; AID 504577; 350,000 tested, 0.37% active; in the data active = response mostly above about 7.3%, no sharp cut-off; inactive = mostly below about 5.4%; note: actives read high; inactives centre near 0; some compounds called inactive have numbers as strong as hits; reference of the scale not given here
Keap1 Nrf2 FP: disrupts human Keap1 binding to Nrf2 peptide; inhibition, % at 9.4 µM; Keap1 Kelch-Nrf2 peptide fluorescence polarization, 1536-well; Q14145; 340,000 tested, 0.15% active; in the data active = inhibition above about 12%;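 note: human Keap1 Kelch domain with fluorescein labeled Nrf2 9mer peptide probe; 0% = neutral control wells and 100% = peptide positive control; higher means more block of Keap1 binding to Nrf2 peptide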
Target sequence (Q14145 whole entry, looked up, the tested form may be a part): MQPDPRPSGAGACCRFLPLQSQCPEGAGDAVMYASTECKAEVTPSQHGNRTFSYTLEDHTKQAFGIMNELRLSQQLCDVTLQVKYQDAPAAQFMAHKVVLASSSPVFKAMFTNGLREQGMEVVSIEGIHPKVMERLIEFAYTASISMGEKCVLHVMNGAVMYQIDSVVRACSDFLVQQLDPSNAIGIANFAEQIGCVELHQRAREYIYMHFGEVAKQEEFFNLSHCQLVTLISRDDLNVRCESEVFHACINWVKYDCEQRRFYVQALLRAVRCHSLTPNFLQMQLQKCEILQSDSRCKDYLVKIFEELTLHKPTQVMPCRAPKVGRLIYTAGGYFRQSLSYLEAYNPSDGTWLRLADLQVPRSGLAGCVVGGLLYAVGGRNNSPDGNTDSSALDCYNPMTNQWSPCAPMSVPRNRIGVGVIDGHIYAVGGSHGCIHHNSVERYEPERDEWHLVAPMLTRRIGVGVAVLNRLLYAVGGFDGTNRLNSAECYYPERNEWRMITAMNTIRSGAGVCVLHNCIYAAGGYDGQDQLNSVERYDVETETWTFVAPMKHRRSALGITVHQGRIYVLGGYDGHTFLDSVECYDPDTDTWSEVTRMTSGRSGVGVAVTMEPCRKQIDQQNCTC
LANA DNA inh: inhibitors of KSHV LANA C-terminal domain DNA binding; MBP-C-LANA/FAM-LBS DNA binding, fluorescence polarization; inhibition, % at 9 µM; 340,000 tested, 0.078% active; AID 504423;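 active = highest replicate inhibition at or above 60% at 9 µM, even if other replicates fall short; inactive = all replicates below 60% inhibition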;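 note: 0% = neutral control wells and 100% = 4 µM acridine orange control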
CAL-PDZ inh HTS: blocks peptide binding to the human CAL PDZ domain. purified CAL PDZ, TMR-peptide fluorescence polarization, 1 h. inhibition, % at 24.9 µM. 300,000 tested, 0.92% active. AID 602252;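 active = mean inhibition of at least 30% with at least half of replicates also reaching 30%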;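 note: 0% = DMSO neutral control and 100% = excess unlabeled competitor peptide PRC23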
The depositor's hits bear a star; . = no result given. Rows are unselected, and some 2.8% of all compounds hit somewhere here.

Structure,HTR5A inv ag,OPRM1-OPRD1 inv,RTF Ca sens act,RTF Ca sens inh,HTR5A ag,OPRM1-OPRD1 ag,V-ATPase pHluor,Keap1 Nrf2 FP,LANA DNA inh,CAL-PDZ inh HTS
O=C(Nc1cccc(Cl)c1N1CCCC1)c1ccc([N+](=O)[O-])o1,-13,-15,3,4,5,3.2,1,-4,-7.4,-2
COc1ccc(N2CCN(C(=O)c3cccn4c(=O)c5ccccc5nc34)CC2)cc1,-5,2,0,-6,2,-0.4,-2,-2,-0.4,-1
CCCCCOc1ccc(NC(=O)c2cc(SC)ccc2Cl)cc1,3,14,-2,-2,2,-2.6,-2,-3,0.4,-2
COc1ccc(N(CC(=O)Nc2ccc(C)cn2)S(=O)(=O)c2c(C)noc2C)cc1,6,20,-4,-2,-3,-4.4,-5,0,-0.2,-2
C/C(NCC(C)(C)CN(C)C)=C(/C#N)C(=O)NCc1ccccc1,18,4,9,-5,-7,-0.6,4,3,-0.6,-6
Cc1ccccc1NC(=O)Cc1c[nH]c2ccccc12,5,-2,0,-6,0,0.4,1,-1,-0.9,7
CCCOc1ccc(-c2c(C(=O)N/N=C/c3ccc(OC)cc3)nnn2-c2nonc2N)cc1,18,0,1,-1,1,0.0,0,5,-2.4,-1
CCOc1ccc(N2C(=O)C3C(c4ccccc4F)NN(C(=O)c4ccc(C)cc4)C3C2=O)cc1 (stereo not drawn),0,-9,10,-6,0,1.7,-1,-3,-0.5,.
CC(=O)Nc1ccc(S(=O)(=O)Nc2nc3ccccc3nc2N2CCc3ccccc3C2)cc1,-7,15,1,-5,-2,-3.0,-3,-4,0.0,-1
CCOC(=O)c1nn(-c2ccccc2C)c(=O)cc1OCC(=O)N1CCN(c2ccccc2)CC1,2,6,3,-28,7,-0.9,0,-2,1.2,-2
O=C(c1ccc(NS(=O)(=O)c2ccccc2)cc1)N1CCCCCC1,16,2,8,1,-4,-0.4,-3,-4,-1.0,17
Cc1ccc(CNC(=O)CCS(=O)(=O)c2ccc(Br)cc2)cc1,8,2,4,5,0,-0.4,7,-1,26,-1
CCOc1ccc(N(CC(=O)NC2CCCC2)S(=O)(=O)c2ccccc2)cc1,-21,8,-5,-2,8,-1.6,0,5,3.9,-8
CCOc1ccc(S(=O)(=O)N2CCCCC2)cc1NC(=O)C1CSC2(C)CCC(=O)N12 (stereo not drawn),0,22,-3,-14,0,-4.2,2,-2,-0.1,-1
C[N+](C)(C)CCCN(Cc1ccc2c(c1)OCO2)C(=O)NC1CCCCC1,0,15,5,-2,1,-3.1,0,1,-0.8,41*
CCCc1nnc(NC(=O)c2ccc(S(=O)(=O)N(C)c3ccccc3OC)cc2)s1,-1,4,9,-6,0,-1.0,0,-5,0.2,-1
COc1cccc(C2=NOC(C(=O)NCc3ccccn3)C2)c1 (stereo not drawn),23,13,-5,1,2,-2.3,5,6,1.9,-3
CC(C)c1ccc(/C=C2\SC(=O)N(CC(=O)NC3C=CS(=O)(=O)C3)C2=O)cc1 (stereo not drawn),-6,2,6,-2,4,-0.5,2,3,1.8,1
COc1cccc(-n2c(SCC(=O)N3CCOCC3)nc3c([nH]c4ccccc43)c2=O)c1,1,13,0,0,-2,-2.3,-3,-1,0.6,1
Cc1cccc(C(=O)Nc2ccccc2SCC(=O)Nc2ccc(C)c(Cl)c2)c1,-8,11,-3,-3,2,-2.1,1,4,-1.1,-2
C[C@H](CO)N1C[C@H](C)[C@@H](CN(C)Cc2ccccc2)Oc2c(NC(=O)Cc3ccccc3)cccc2C1=O,7,-8,-2,-5,0,1.4,11,5,1.0,0
COc1cccc(CNC(=O)CCC2CCCN(C(=O)c3ccc(OC)c(F)c3)C2)c1 (stereo not drawn),0,11,-4,-6,-6,-2.2,0,-1,0.6,3
CCc1oc2c(C)c(O)ccc2c(=O)c1-c1ccc2ccccc2n1,-15,7,3,-9,1,-1.4,-4,3,-0.5,-7
CCOc1ccc(N(CC(=O)N2CCN(Cc3ccccc3)CC2)S(C)(=O)=O)cc1,16,12,1,0,-4,-2.5,-2,2,1.9,-3
CN(Cc1ccccc1F)C(=O)C(Cc1ccccc1)NC(=O)c1ccccc1 (stereo not drawn),5,12,1,-2,-2,-1.9,2,-2,0.8,-3
Cc1cc(=O)oc2c3c(cc(OCC(=O)N4CCC(C(=O)O)CC4)c12)OC(C)(C)CC3,-27,16,-1,3,8,-3.0,-1,-1,0.8,-1
COc1ccc(-n2c(C)cc(-c3csc(NC(=O)c4ccc(S(=O)(=O)N(C)C)cc4)n3)c2C)cc1,2,19,5,-2,6,-3.6,0,3,-1.7,15
CN(C(=O)COc1ccc(Br)cc1Cl)C1CCCCC1,-10,-75,-5,-8,4,16,10,-2,-0.8,-2
N#Cc1ccsc1NC(=O)CN1C(=O)NC2(CCCC2)C1=O,-4,8,5,-18,2,-1.4,2,1,17,-4
COc1ccc(N2CCN(C(=O)C3Cc4ccccc4CN3C(=O)c3ccccc3)CC2)cc1 (stereo not drawn),-40,11,-1,-5,-2,-2.4,-3,-4,-1.9,-5
O=C(Nc1nc2ccc(Cl)cc2s1)c1ccc(Br)o1,1,-53,-2,-2,0,9.4,0,-6,-0.3,-1
O=C1CCC(C(=O)OCC(=O)N2N=C3/C(=C\c4ccccc4)CCCC3C2c2ccccc2)N1 (stereo not drawn),6,-7,-6,2,-2,1.4,-1,-4,-1.1,17
Cc1csc(SC(C)C(=O)NCC2CCCCC2)n1 (stereo not drawn),-12,11,7,-2,-3,-2.1,-1,-1,0.5,-7
Cc1cc(NC(=O)c2cc(-c3ccccc3C)nc3ccccc23)no1,4,-1,-2,0,1,0.1,0,-1,0.9,-1
c1ccc2c(c1)[nH]c1c(NCC3CCCO3)ncnc12 (stereo not drawn),-11,2,-3,-9,1,-0.3,7,5,-0.6,-5
Cn1c(N)c(C(=O)CSc2nnc(-c3ccccc3F)n2N)c(=O)n(C)c1=O,-1,3,0,-25,1,-0.6,3,-2,-0.3,-3
COc1cc(/C=N/NC(=O)c2cc(-c3cccs3)nc3ccccc23)ccc1O,26,-5,14,-2,-2,0.9,4,-6,-1.3,0
CC(C)c1ccc(NC(=O)C2CCCN(S(=O)(=O)c3ccc4c(c3)C(C)(C)C(=O)N4C)C2)cc1 (stereo not drawn),-15,-10,2,4,5,1.8,0,0,-0.8,.
COc1ccc(NC(=O)CSc2nc(=O)n(CCN3CCOCC3)c3c2CCC3)c(OC)c1,-20,8,-2,-11,8,-1.2,-1,-6,1.4,-1
Cn1c2ccsc2c2ncn(Cc3ccc(F)cc3)c(=O)c21,-20,13,-9,5,5,-2.8,-2,0,-1.3,-15
CCN(CC(=O)Nc1ccc(N2CCOCC2)cc1)C(=O)Cc1ccccc1,-3,4,-1,-3,1,-1.0,-1,-3,0.3,-13
CCOCCCNC(=O)c1cn(CC)c2ccc(S(=O)(=O)N3CCCC3)cc2c1=O,6,18,3,-1,-2,-3.4,-5,-2,-0.5,1
CC(C)[C@H](NC(=O)c1ccccc1F)C(=O)OCC(=O)Nc1sccc1C(N)=O,0,11,2,-10,0,-2.8,-2,1,-1.6,-3
CC(C)C1CC(O)(C2(O)CCCCC2)ON1 (stereo not drawn),6,4,-3,-5,5,-0.8,-2,-3,-0.8,-2
Cc1ccc(C(=O)N2CC=C(c3ccccc3)CC2)s1,-20,-9,0,-13,0,1.6,-3,-3,-1.6,4
O=C(Nn1c(C2CC2)nc2ccccc2c1=O)c1ccco1,2,10,-4,-6,6,-1.8,-7,-2,-0.9,-3
CN(C)CCCNc1oc(-c2cccc(Cl)c2)nc1C#N,-7,9,-1,-21,8,-1.5,5,-7,-1.8,-3
CCOC(=O)c1nn(-c2ccc(Cl)cc2)c(C)cc1=O,-4,15,2,-4,1,-3.2,-2,4,-2.6,-7
CCCN1CCN(S(=O)(=O)c2ccc3c(c2)CC(C)N3C(=O)C2CC2)CC1 (stereo not drawn),23,14,-2,4,0,-2.8,-4,-4,0.7,2
O=C(NCCCN1CCCC1=O)c1ccc(NS(=O)(=O)c2cccc([N+](=O)[O-])c2)cc1,-16,11,-2,-10,-1,-2.1,14,0,0.1,-2

Continued.
Structure,HTR5A inv ag,OPRM1-OPRD1 inv,RTF Ca sens act,RTF Ca sens inh,HTR5A ag,OPRM1-OPRD1 ag,V-ATPase pHluor,Keap1 Nrf2 FP,LANA DNA inh,CAL-PDZ inh HTS
CCOc1c2ccoc2nc2c(OC)c(OC)ccc12,-29,8,-2,-4,3,-1.5,1,3,-1.3,-1
Oc1ccc(Nc2nc3ccccc3nc2Nc2ccc(O)cc2)cc1,-6,-76,7,-28,7,14,2,0,0.2,-2
C[C@H](CO)N1C[C@H](C)[C@@H](CN(C)C(=O)Nc2ccccc2)Oc2ccc(NC(=O)Nc3ccc(C(F)(F)F)cc3)cc2C1=O,-19,6,-9,-3,8,-1.1,1,0,7.0,-4
CC(C)C(c1nnnn1Cc1ccccc1)N1CCc2ccccc2C1 (stereo not drawn),0,15,9,-3,7,-2.6,0,1,1.6,-1
COc1ccc(S(=O)(=O)NCCc2nnc3ccc(SCC(=O)Nc4cc(C)on4)nn23)cc1,4,8,-3,-18,3,-1.6,4,6,-1.1,5
NNC(=O)c1cccc(COc2ccc3c(c2)CCC3)c1,2,7,5,5,1,-1.4,0,-1,-1.1,-2
CC(C)(C)OC(=O)NN1CC(=O)N2Cc3[nH]c4ccccc4c3C[C@H]2C1=O,9,9,1,-7,-2,-2.1,-7,1,-2.0,-15
O=C(CSc1nc2ccccc2c(=O)n1Cc1ccco1)NCc1ccco1,17,-5,0,-4,-6,0.7,1,-6,0.1,-2
Cc1cc(C)cc(NC(=O)C2CCCN(S(=O)(=O)c3cnc[nH]3)C2)c1 (stereo not drawn),7,1,-3,-9,-2,-0.1,-1,-1,0.8,-1
CN(C(=S)SCc1ccccc1)C1CCS(=O)(=O)C1 (stereo not drawn),6,9,-3,-2,-2,-1.8,0,3,-0.8,0
COc1ccccc1NC(=O)c1cc2c(CO)cnc(C)c2oc1=Nc1cc(OC)c(OC)c(OC)c1,11,3,-8,-15,-3,-0.8,4,-5,0.7,27
COc1cccc(NC(=O)CSc2nccn2-c2cccc(OC)c2)c1,11,3,-4,6,5,-0.7,1,2,0.8,.
CCSc1nnc2nc3[nH]c4c(C)cccc4c3nn12,.,.,.,.,.,.,-2,0,1.0,3
Cc1nc(CSc2ccc(Cl)cc2)cs1,-11,9,-5,-2,3,-2.0,3,3,-2.2,0
O=C1/C(=C\c2cccnc2)Sc2ccccc21,-8,-30,-2,1,3,5.0,5,-4,-1.0,-2
Cc1ccc(C(C(=O)NC2CCCC2)N(C(=O)Cc2cccs2)c2cccc(C)c2C)o1 (stereo not drawn),-13,-10,19,1,5,1.8,-2,-4,-0.4,-2
